TAAR1 antag: antagonists of human TAAR1. inhibition, % at 3 µM. AID 624466. hit rate 1.5% among 360,000. CHO RD-HGA16 TAAR1, Fluo-8 calcium fluorescence, antagonist. Q96RJ0;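 active = inhibition above a per-plate cutoff, the mean inhibition of test compounds on that plate plus 3 SD, cut at about 49% in these data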;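 note: 0% = DMSO plus EC80 beta-PEA response and 100% = DMSO alone without agonist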
Target sequence (Q96RJ0 whole entry, looked up): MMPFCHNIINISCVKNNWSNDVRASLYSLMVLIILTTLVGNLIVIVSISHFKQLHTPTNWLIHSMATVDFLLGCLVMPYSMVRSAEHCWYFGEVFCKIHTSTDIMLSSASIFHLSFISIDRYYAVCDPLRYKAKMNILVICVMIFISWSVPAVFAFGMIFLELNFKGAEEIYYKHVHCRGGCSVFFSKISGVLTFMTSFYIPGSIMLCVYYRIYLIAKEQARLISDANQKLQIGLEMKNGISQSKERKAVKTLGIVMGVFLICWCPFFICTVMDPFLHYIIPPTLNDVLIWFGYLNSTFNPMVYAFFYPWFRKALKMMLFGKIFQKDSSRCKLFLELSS
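Test system: hTAAR1-expressing CHO RD-HGA16 cells, Gα16-coupled; Probe or stimulus: EC80 β-phenethylamine stimulus; Compound dosing: single nominal final test compound concentration of 3 µM; Timing: 140 s kinetic read after compound, 140 s after agonist; Signal: Fluo-8 calcium-sensitive fluorescence; Measure: % inhibition of agonist calcium response; Controls: DMSO and EC80 PEA controls.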
M5 ag: agonists of human muscarinic M5 receptor (CHRM5). activation, % at 3 µM. AID 624037. CHO-K1 hM5 cells, Fluo-8 calcium fluorescence; 0% DMSO wells, 100% maximal acetylcholine response. P08912. hit rate 0.19% among 360,000;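 active = activation above the run's mean over test compounds plus 3 SD, cut at about 23% in these data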;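 note: signal is peak over basal fluorescence ratio across the kinetic read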
Target sequence (P08912 whole entry, looked up): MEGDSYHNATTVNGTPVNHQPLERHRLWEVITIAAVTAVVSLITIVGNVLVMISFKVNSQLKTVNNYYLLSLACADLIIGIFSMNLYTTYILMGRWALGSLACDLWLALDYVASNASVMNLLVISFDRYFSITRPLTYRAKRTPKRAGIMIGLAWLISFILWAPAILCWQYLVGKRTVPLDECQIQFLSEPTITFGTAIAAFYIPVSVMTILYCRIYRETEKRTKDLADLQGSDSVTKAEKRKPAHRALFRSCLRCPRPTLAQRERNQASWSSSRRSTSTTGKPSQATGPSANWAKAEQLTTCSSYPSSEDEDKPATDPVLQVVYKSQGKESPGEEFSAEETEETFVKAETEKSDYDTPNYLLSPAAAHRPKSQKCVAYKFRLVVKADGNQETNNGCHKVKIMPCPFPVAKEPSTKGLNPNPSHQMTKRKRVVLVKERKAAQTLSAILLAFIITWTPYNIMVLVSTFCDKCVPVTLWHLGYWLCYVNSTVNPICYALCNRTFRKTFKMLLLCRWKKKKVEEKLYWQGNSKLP
CHO-K1 Ca PAM: M1 PAM counterscreen hit in parental CHO-K1 cells; ATP EC20, Fluo-8 calcium fluorescence; 0% at ATP EC20, 100% at ATP max; activation, % at 3 µM; hit rate 0.02% among 360,000; AID 602247;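 active = activation above the run cutoff, the mean activation of all test compounds plus 3 SD, cut at about 40% in these data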;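 note: peak over basal fluorescence ratio in a 140 s read after ATP addition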
CRFBP-R2 block: antagonists of CRF-binding protein/CRF-R2 receptor complex; HEK293 CRF-R2/CRF-BP, CRF-induced calcium fluorescence; inhibition, % at 11.8 µM; hit rate 0.59% among 350,000; AID 588475;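 active = inhibition of the ligand-induced calcium signal above about 50% at the single tested concentration, limit read from the data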
M4 PAM: potentiates acetylcholine response at human M4 receptor. CHO-K1 hM4/Gqi5, Fluo-8 calcium fluorescence, ACh EC20; 0% = ACh EC20, 100% = maximal ACh. activation, % at 3 µM. hit rate 0.4% among 360,000. AID 624126;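 active = activation above its plate's cutoff, the mean activation of sample wells plus 3 SD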; note: some results filed as inactive read as strong as hits
CRFR2-BP ag: CRF-BP/CRF-R2 complex agonism. activation, % at 13.2 µM. HEK293 CRF-R2/CRF-BP, calcium dye fluorescence (FLIPR); percent of saturating CRF peptide response. hit rate 0.46% among 350,000;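 active = activation of at least 50%, plus an integration ratio under a set limit after plate pattern correction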;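 note: plate controls were neutral control wells without compound for no effect and CRF at EC100 for full effect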
TAAR1 ag: agonists of human TAAR1; CHO RD-HGA16 TAAR1, Fluo-8 calcium fluorescence; vehicle wells 0%, saturating PEA agonist 100%; activation, % at 3 µM; Q96RJ0; hit rate 0.99% among 360,000;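 active = activation above the mean activation of all test compounds in the run plus 3 SD, cut at about 38% in these data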
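Test system: RD-HGA16 (CHO) cells co-expressing Gα16 and hTAAR1; dosing: one-point dosing at 3 µM (nominal); timing: 17-24 h seeding, 75 min 37 °C dye, 30 min RT; signal: kinetic Fluo-8 calcium fluorescence; read-out basis: % activation relative to PEA EC100 response; controls: DMSO and PEA EC100; replicates: n 1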
M5 PAM: CHRM5 positive allosteric modulation | AID 624038 | hit rate 0.3% among 360,000 | P08912 | CHO-K1 hM5, Fluo-8 calcium, ACh EC20 PAM; 0% = ACh EC20, 100% = ACh EC100 | activation, % at 3 µM;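 active = activation above the run cutoff, the mean activation of all test compounds plus 3 SD, cut at about 18% in these data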
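Replicates: One well per compound, no replicates | System: Human M5 receptor in CHO-K1 cells | Benchmarks: Low control EC20 acetylcholine (0%), high control EC100 acetylcholine (100%) | Probe or stimulus: Acetylcholine, EC20 level | Times: Fluo-8 loading 80 min at 37 °C plus 30 min room temperature | Signal: Intracellular calcium via Fluo-8 fluorescence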
CHRM5 antagonist: CHRM5 antagonism in calcium assay. inhibition, % at 3 µM. hit rate 0.59% among 360,000. P08912. CHO-hM5 cells, Fluo-8 calcium fluorescence, ACh EC80;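 active = inhibition above a per-plate cutoff, the mean of that plate's test compounds plus 3 SD, cut at about 27% in these data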;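 note: 0% = acetylcholine EC80 with DMSO and 100% = DMSO without agonist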
* marks the source's active call; other numbers are inactive results; · = no result given.

SMILES,CHO-K1 Ca PAM,TAAR1 ag,TAAR1 antag,M4 PAM,CHRM5 antagonist,CRFBP-R2 block,CRFR2-BP ag,M5 PAM,M5 ag
Cc1ccc(S(=O)(=O)c2nc(S(C)(=O)=O)sc2N2CCC(O)CC2)cc1,4.3,3.1,-29.3,-5.4,12.9,-2.0,-0.2,-2.1,-8.0
Cc1c(C(=O)OCCOC(C)C)[nH]c2c1C(=O)CC(c1ccco1)C2 (stereo not drawn),-0.8,·,·,-7.5,0.6,2.3,-1.9,-3.0,3.1
O=C(COC(=O)c1cc(Br)ccc1O)Nc1ccc2c(c1)OCCO2,-9.6,14.3,51.0*,7.1,-4.5,-1.4,2.9,2.6,2.7
Cc1ccc2[nH]c3c(=O)n(CCCN4CCN(C)CC4)cnc3c2c1,-3.1,12.2,-3.9,4.4,0.9,-38.6,1.2,-2.8,1.2
COc1cccc(NC(=O)c2nc(S(C)(=O)=O)ncc2Cl)c1,-2.5,-1.4,0.7,-3.2,18.2,-2.5,-1.1,-2.9,-1.7
O=C1CCC(C(=O)NCCN2C(=O)S/C(=C\c3cccnc3)C2=O)=NN1,5.2,0.8,-16.8,1.7,-1.6,10.5,-0.3,1.9,-2.6
CCOC(=O)C1C(=O)C=C(/C=C/c2ccc(N(C)C)cc2)CC1c1ccccc1 (stereo not drawn),6.1,79.4*,70.1*,-12.2,19.7,-264.2,292.1*,-9.2,28.6*
O=C(COC(=O)c1ccc[nH]c1=O)NC1CCCCCC1,7.0,-0.1,20.5,4.8,-20.5,6.6,3.4,2.6,-1.1
Fc1ccc(F)c(NC(=S)NCCc2ccccc2)c1,-5.2,3.3,7.9,-11.5,22.7,7.1,1.8,-16.5,-4.6
CCOC(=O)c1sc(-c2ccccc2)cc1NC(=O)Nc1ccccc1,11.2,-0.3,10.1,-7.6,-11.3,-13.7,4.4,0.4,-4.9
O=C(CCN1C(=O)c2ccccc2C1=O)C1=NN[C@@H]2C(=O)N(c3ccc(F)cc3)C(=O)[C@H]12,0.2,2.3,-5.8,0.2,2.4,4.9,0.7,-9.1,-2.7
Cn1cc(C=O)c2ccccc21,0.7,1.2,11.8,-0.7,2.0,3.8,1.7,5.7,0.2
Cc1ccc(-c2nnc(C)c(N3CCCC3)n2)cc1,18.8,3.4,7.2,6.4,-15.6,17.7,-1.4,4.7,-0.1
CN1CCN(C(=O)CSc2nc3c(c(=O)n(C)c(=O)n3C)n2C)CC1,-5.1,4.6,-1.1,6.6,4.7,-0.8,2.3,10.8,-1.9
COc1ccc(C(=O)COC(=O)c2ccc(NC(C)=O)cc2)cc1[N+](=O)[O-],-2.1,11.7,0.3,-6.1,5.5,-14.4,0.7,-8.7,0.6
O=C(O)C1CCCN(S(=O)(=O)c2ccc(Br)s2)C1 (stereo not drawn),14.5,1.4,-9.1,1.9,3.6,2.5,-0.3,2.3,-1.4
O=C1C2CC=CCC2C(=O)N1CC1CCCO1 (stereo not drawn),-13.9,7.1,-14.5,-4.7,3.1,10.9,0.1,2.8,-7.9
CCN(CC)S(=O)(=O)c1ccc(N/N=C(\C)c2ccncc2)nc1,-8.0,3.8,-5.5,-4.0,3.1,-10.3,-0.1,-0.8,-1.5
CC(=O)CCS(=O)(=O)c1ccc(C)c(C)c1,16.0,-0.7,-9.7,-9.0,3.2,8.8,-1.5,-15.3,-4.5
CCc1ccc2nc(NC(=O)C3CCN(c4ncnc5sc(C)c(C)c45)CC3)sc2c1,11.1,0.6,-40.8,2.1,4.3,-10.7,3.4,1.5,-0.6

Exported with two lines to a compound: entries from further up.
Each structure is followed by: CHO-K1 Ca PAM	TAAR1 ag	TAAR1 antag	M4 PAM	CHRM5 antagonist	CRFBP-R2 block	CRFR2-BP ag	M5 PAM	M5 ag
CCOC(=O)c1sc(-c2ccccc2)cc1NC(=O)Nc1ccccc1
    11.2	-0.3	10.1	-7.6	-11.3	-13.7	4.4	0.4	-4.9
COc1cccc(NC(=O)c2nc(S(C)(=O)=O)ncc2Cl)c1
    -2.5	-1.4	0.7	-3.2	18.2	-2.5	-1.1	-2.9	-1.7

Next entries follow:
SMILES,CHO-K1 Ca PAM,TAAR1 ag,TAAR1 antag,M4 PAM,CHRM5 antagonist,CRFBP-R2 block,CRFR2-BP ag,M5 PAM,M5 ag
Cc1nc2ccc(NS(=O)(=O)c3ccc(C)c(C)c3)cc2s1,12.1,19.0,11.8,-1.1,16.6,77.9*,-3.0,-5.8,-1.4
Cn1c(=O)c2c(SC3CCCC3)nc(C3CC3)nc2n(C)c1=O,16.0,-0.5,-24.9,7.3,-0.2,-10.7,4.0,-1.2,0.8
C/C(=N\NC(=S)NC1CCCCC1)c1cccs1,4.6,-2.4,1.9,-3.4,-9.1,-12.5,0.8,10.9,-12.2
CCc1ccc(NC2CC(=O)N(CCc3ccc(OC)c(OC)c3)C2=O)cc1 (stereo not drawn),-6.4,-1.1,-12.2,5.8,3.3,17.6,-4.4,3.3,-0.1
O=c1oc2ccccc2c(O)c1/C=N/c1ncccn1,27.4,2.3,-7.4,9.7,-2.0,-0.2,1.5,2.0,3.0
Cc1ccc(S(=O)(=O)Oc2ccc(/C=N/NC(=O)c3nn(C)cc3[N+](=O)[O-])cc2)cc1,-7.2,12.6,26.4,-18.0,10.8,-1.8,-0.3,-8.3,-1.6
Cc1nnc(SCCCOc2ccccc2)nc1C,14.9,1.4,7.9,3.7,8.1,-1.9,-0.1,-1.8,2.2
Cc1ccc(C(C)(c2ccc(N)cc2)c2ccc(N)cc2)cc1,-14.7,4.9,-8.6,-1.4,-0.2,2.2,-1.2,0.0,5.3
Cc1ccc[n+](CC(=O)Nc2ccc(Cl)c([N+](=O)[O-])c2)c1,27.2,6.2,-29.2,-1.4,8.3,5.5,0.4,1.8,-15.8
CNC(=S)N(CCc1c(C)[nH]c2ccc(OC)cc12)Cc1cccnc1,13.9,1.4,1.3,2.1,12.1,-6.6,0.0,3.7,-2.2
NNC(=O)c1csc(-c2ncc(C(F)(F)F)cc2Cl)n1,-10.7,3.8,-25.3,-5.6,5.9,-17.3,0.9,-9.5,-1.0
CCOC(=O)c1c(C)[nH]c(C(=O)NCCN2CCOCC2)c1C,-25.4,-1.7,11.1,2.8,13.2,-2.9,0.0,-4.2,-2.1
CN(Cc1ccccc1)C(=O)CN(C)S(=O)(=O)c1ccc(F)cc1,-9.8,4.4,-4.7,-2.0,-3.5,3.5,-0.9,14.9,-2.9
O=C(c1ccncc1)N1CCN(C2CCC(c3ccccc3)CC2)CC1 (stereo not drawn),4.0,3.7,13.6,-11.3,-2.5,2.9,-2.7,8.2,-18.8
CCCNC(=O)C(Cc1cccc(Br)c1)NC(=O)c1ccc(C#N)cc1 (stereo not drawn),-6.6,0.4,18.1,0.9,6.4,1.4,-2.5,5.5,0.8
CC1CCc2ccccc2N1C(N)=Nc1ccccc1 (stereo not drawn),32.5,5.8,9.2,1.5,-4.0,-0.2,0.3,-6.5,-6.8
CC(=O)Nc1cc(C(=O)c2ccccc2)ccc1N1CCOCC1,-3.6,2.5,-14.9,-0.2,4.3,-4.2,-1.6,-0.9,1.4
COc1ccc(C)cc1-n1c(-c2ccncc2)n[nH]c1=S,12.7,1.1,8.2,2.8,-2.0,3.2,-0.9,3.6,-6.8
Brc1ccc(/C=N/Nc2ccccc2)cc1,1.3,-1.7,7.1,4.5,1.9,22.3,-4.8,-0.8,-3.6
O=C1CCN(CCc2ccccc2)CCN1[C@H](CSc1ccccc1)c1ccccc1,17.6,11.2,18.9,-3.4,5.2,3.4,1.3,-8.0,-6.9
Cc1cnc(C(=O)OCC(=O)Nc2sc3c(c2C#N)CCC3)cn1,9.5,1.3,-7.6,2.4,3.3,8.2,-0.3,3.0,-1.1
O=Cc1cc2ccccc2nc1SCCCF,7.3,8.8,-7.2,5.3,-7.2,12.8,-1.1,2.2,-2.5
CC(=O)Nc1cccc(-c2ccnc3c2CC(C)(C(=O)NCc2ccco2)O3)c1 (stereo not drawn),7.5,0.8,-18.3,-3.0,2.1,·,·,-3.1,1.5
O=c1oc2ccccc2cc1NCc1ccccc1O,-12.0,0.4,37.0,0.0,2.8,16.7,-6.0,-5.3,0.0
Cc1ccc(N2C(=O)[C@@H]3[C@H](C2=O)[C@H]2C=CC=NN2[C@@H]3C(=O)Nc2ccccc2)cc1,9.9,0.9,-6.8,9.5,11.0,16.7,-1.1,-5.7,-0.4
COc1ccc(Br)cc1C(=O)Nc1cccc(-c2nnc(-c3ccco3)o2)c1,1.0,12.2,24.2,-0.3,2.4,1.8,18.6,-4.0,1.0
Cc1nn(-c2ccccc2)c(Cl)c1C(=O)NCC(C)c1ccccc1 (stereo not drawn),-12.9,4.8,-8.9,-6.1,17.2,12.0,-0.2,-2.2,-5.8
Cc1ccccc1C(OCC(O)CN1CCC(C(N)=O)CC1)c1ccccc1 (stereo not drawn),6.1,3.1,2.8,-2.5,3.5,0.2,-0.1,-4.4,-6.3
COc1cc(NC(=O)CN2C(=O)COc3ccc(S(=O)(=O)N4CCCC4)cc32)cc(OC)c1,16.9,3.1,-6.6,3.8,13.9,2.3,-1.0,-2.5,-4.7
CC(C)CCOP(=O)(c1ccc(N(C)C)cc1)C(O)c1c(Cl)cccc1Cl (stereo not drawn),0.4,6.6,2.0,-6.1,3.8,-8.7,-1.9,2.9,-4.1
Cc1ccc(CN2CCCN(Cc3ccc(F)cc3Cl)S2(=O)=O)cc1,-20.9,2.3,3.4,-8.3,13.7,-5.7,3.4,-7.2,-3.0
CCN(c1ccccc1)c1nc(C#N)nc(N(CC)c2ccccc2)n1,-5.4,-1.1,13.2,-27.3,9.2,82.7*,1.0,-13.8,-8.1
COc1ccc(CCNC(=O)CSc2nnc3ccc(-c4ccncc4)nn23)cc1,-12.3,0.0,-11.0,-12.3,-2.4,1.8,-2.5,4.6,-2.5
COc1ccc(/C=C/C(=O)CC(O)(c2ccccc2)C(F)(F)F)cc1 (stereo not drawn),21.3,3.3,5.1,-13.6,2.8,-7.9,0.0,-10.7,-4.9

Fetched by compound from the list above (four):
SMILES,CHO-K1 Ca PAM,TAAR1 ag,TAAR1 antag,M4 PAM,CHRM5 antagonist,CRFBP-R2 block,CRFR2-BP ag,M5 PAM,M5 ag
O=C(CCN1C(=O)c2ccccc2C1=O)C1=NN[C@@H]2C(=O)N(c3ccc(F)cc3)C(=O)[C@H]12,0.2,2.3,-5.8,0.2,2.4,4.9,0.7,-9.1,-2.7
Cc1ccc[n+](CC(=O)Nc2ccc(Cl)c([N+](=O)[O-])c2)c1,27.2,6.2,-29.2,-1.4,8.3,5.5,0.4,1.8,-15.8
COc1cc(NC(=O)CN2C(=O)COc3ccc(S(=O)(=O)N4CCCC4)cc32)cc(OC)c1,16.9,3.1,-6.6,3.8,13.9,2.3,-1.0,-2.5,-4.7
COc1cccc(NC(=O)c2nc(S(C)(=O)=O)ncc2Cl)c1,-2.5,-1.4,0.7,-3.2,18.2,-2.5,-1.1,-2.9,-1.7

Source: PubChem (several laboratories)
